NPSR antag – neuropeptide S receptor (human) antagonism, cAMP | CHO-NPSR cells, cAMP TR-FRET, antagonist mode | Potency, µM (doses to about 38.3 µM), for the others: at the highest dose activity change, negative = inhibition, actives largely listed as inhibitors | actives 1% (n = 220,000) | AID 1461; note: potency is the fitted concentration of half-maximal effect; % is set by controls: 0 for no effect and ±100 for the full control effect; nearly all actives have a fitted effect of over 50% in size; many of its hits are not listed in these tables
Target sequence (Q6W5P4 whole entry, looked up): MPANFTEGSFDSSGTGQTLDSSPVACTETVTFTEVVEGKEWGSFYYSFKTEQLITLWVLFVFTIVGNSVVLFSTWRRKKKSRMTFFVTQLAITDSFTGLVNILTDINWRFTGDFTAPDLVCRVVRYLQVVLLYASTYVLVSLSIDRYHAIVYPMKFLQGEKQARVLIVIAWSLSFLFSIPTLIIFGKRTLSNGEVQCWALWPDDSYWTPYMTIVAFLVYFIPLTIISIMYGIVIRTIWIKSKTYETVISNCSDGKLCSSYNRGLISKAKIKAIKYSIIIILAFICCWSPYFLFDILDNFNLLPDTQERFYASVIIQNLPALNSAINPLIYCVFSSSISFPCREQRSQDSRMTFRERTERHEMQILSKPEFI
Epigenetic derep – regulators of epigenetic silencing causing reporter derepression in mouse cells | murine LDR cells, GFP reporter derepression, 30 h | Potency, µM (series often up to 53.9 µM), for the others: top-dose GFP activation, most hits filed as activators | actives 0.2% (n = 280,000); note: potency is the fitted concentration of half-maximal effect; % of control where 0% means no effect; nearly all actives have a fitted effect of over 60% in size
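Readout is the number of GFP-expressing murine LDR cells, counted by cytometry following washing. Cells were treated with compound for 30 h at 37 C; the stably integrated CMV-GFP locus is normally silent.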
Tau fluor counter – counter-screen for tau fibril formation inhibitors. tau K18 P301L (four-repeat tau fragment) Alexa594 fluorescence, heparin fibrillization. Potency, µM (highest dose often 57.7 µM), inactives show at the highest dose activity change, negative = decrease. actives 0.93% (n = 280,000); note: potency is the fitted concentration of half-maximal effect; % is set by controls: 0 for no effect and ±100 for the full control effect; nearly all actives have a fitted effect of over 55% in size
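Human K18 P301L tau (15 uM unlabeled plus 0.24 uM Alexa 594-labeled, final) in 100 mM sodium acetate pH 7 was mixed with compound and 20 uM heparin and incubated 6 hr at 37 C.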
TexasRed fluor – counter-screen for TRb-SRC2 inhibitors: fluorescence interference; TRb/SRC2 Texas Red total fluorescence interference; Potency, µM (series often up to 106 µM), for inactives: top-dose fluorescence change, negative = quenching; actives 0.29% (n = 280,000); AID 1479; active = well fitted curve in either direction with a large enough effect; inconclusive = small, poorly fitted or top-dose-only effect; note: potency is the fitted concentration of half-maximal effect; % is set by controls: 0 for no effect and ±100 for the full control effect
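Human TRb ligand-binding domain at 0.6 uM with 20 nM Texas Red SRC2 peptide in Tris buffer containing 1 uM T3 and 5% DMSO, incubated with compound 5 h at ambient temperature. Total fluorescence (555/632 nm) calculated as parallel + 2 × perpendicular.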
CBFb-RUNX1 inh – blocks binding between human CBF-beta and RUNX1 | AlphaScreen CBFb-His/RUNX1-biotin binding, biochemical | Potency, µM (top dose mostly 59.8 µM), without a hit: top-dose activity, negative = inhibition, most hits filed as inhibitors | 230,000 tested, under 10 active; note: % of control where 0% means no effect
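Proteins preincubated together for 20 min at RT before compound addition; 15 min later, nickel and streptavidin beads were added and left 90 min prior to AlphaScreen measurement.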
aGal spleen mod – alpha-galactosidase A (human) modulation; Potency, µM (highest dose often 80 µM), for the others: at the highest dose activity change, negative = inhibition, most hits filed as inhibitors; AID 2107; human spleen homogenate, 4MU-alpha-Gal fluorescence, 40 min; actives 0.008% (n = 240,000); P06280;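 note: potency is the fitted concentration of half-maximal effect; 0% = enzyme with vehicle and -100% = no enzyme basal signal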
Target sequence (P06280 32-429 limits assumed): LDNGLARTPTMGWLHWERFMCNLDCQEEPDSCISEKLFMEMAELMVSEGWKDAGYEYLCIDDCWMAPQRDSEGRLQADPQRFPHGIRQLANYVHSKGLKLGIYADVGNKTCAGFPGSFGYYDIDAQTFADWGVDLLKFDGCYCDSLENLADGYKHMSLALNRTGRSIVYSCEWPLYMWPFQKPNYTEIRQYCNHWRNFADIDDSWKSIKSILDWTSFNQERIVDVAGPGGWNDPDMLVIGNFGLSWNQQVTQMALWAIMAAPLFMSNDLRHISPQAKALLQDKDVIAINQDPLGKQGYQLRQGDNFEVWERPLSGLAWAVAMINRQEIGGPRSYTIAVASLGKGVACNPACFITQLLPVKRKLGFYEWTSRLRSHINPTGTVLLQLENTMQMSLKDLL
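Inhibition or activation of alpha-galactosidase in human spleen homogenate is scored by 4-MU fluorescence after 40 min at 37C, pH 5.0, with 1 mM substrate. AC50s come from concentration-response fitted to the Hill equation.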
TRb SRC2 PPI – inhibitors of human thyroid hormone receptor beta-SRC2 interaction | P10828 | TRbeta-SRC2 peptide binding, fluorescence polarization; receptor liganded with 1 µM T3 | Potency, µM (top dose mostly 106 µM), for the others: at the highest dose activity change, negative = inhibition, most hits filed as inhibitors | actives 0.065% (n = 280,000) | AID 1469;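 note: potency is the fitted concentration of half-maximal effect; plate controls were bound peptide for no effect and peptide without receptor for full effect; nearly all actives have a fitted effect of over 50% in size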
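A fluorescence polarization screen tested compounds at multiple concentrations against complex formation between 0.6 uM TRb ligand-binding domain and 20 nM Texas Red SRC2 peptide, with 1 uM T3 present; readout after 5 hr.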
Tau FP inhib – blocks human tau fibril formation measured by polarization. Potency, µM (series often up to 57.7 µM), for the others: at the top dose activity, negative = inhibition, actives largely listed as inhibitors. K18 P301L tau heparin fibrillization, Alexa594 FP, 6 h. P10636. actives 0.39% (n = 280,000). AID 1468; note: potency is the fitted concentration of half-maximal effect; % is set by controls: 0 for no effect and ±100 for the full control effect; nearly all actives have a fitted effect of over 55% in size
Target sequence (P10636 561-689 P618L limits assumed): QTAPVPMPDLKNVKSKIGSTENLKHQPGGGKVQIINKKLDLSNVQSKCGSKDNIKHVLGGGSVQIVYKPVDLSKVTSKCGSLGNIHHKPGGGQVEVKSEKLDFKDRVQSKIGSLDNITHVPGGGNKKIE
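Human K18 P301L fragment (15 uM unlabeled plus 0.24 uM Alexa 594-labeled) in 100 mM sodium acetate pH 7 with compound, aggregation induced by 20 uM heparin for 6 hr at 37 C. ThT (30 uM) added for 1 hr, then Alexa 594 FP read.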
An asterisk follows results filed as active; ? = inconclusive; · = not tested or not shown; & = joins results of further samples; [ ] = dose if it differs, or a comment. Unless noted, calls come from the whole dose curve; as a rule, active = well fitted curve in the direction sought with a large enough effect; inconclusive = small, poorly fitted or top-dose-only effect, or another doubt; inactive = no such curve, though single readings can be large; an effect the other way counts as inactive or inconclusive. Some of the compounds tested (hit frequency here may not be typical).

molecule	CBFb-RUNX1 inh	Tau FP inhib	TRb SRC2 PPI	Epigenetic derep	NPSR antag	TexasRed fluor	aGal spleen mod	Tau fluor counter
O=C(C1CCN(S(=O)(=O)N2CCC3(CC2)OCCO3)CC1)N1CCc2ccccc2C1	0%	3%	2%	1.4%	-7%[46.1 µM]	2%	5%	-5%
COc1cccc(NC(=O)c2sc3nc(C)c(C(=O)Nc4ccc(Cl)cc4)c(-c4ccc(Br)cc4)c3c2N)c1	·	?	-7%	3.9%	·	-4%	·	-18%
O=C(CSc1ncn[nH]1)Nc1cc(S(=O)(=O)N2CCCC2)ccc1Cl	-5%	5%	-1%	-0.3%	-3%	2%	-6%	5%
Cc1ccc(-c2nc(C#N)c(N3CCCCC3)o2)cc1	-22%	-1%	1%	1.0%	-30%[46.1 µM]	-1%	3%	-26%
COc1ccc(/C=N/NS(=O)(=O)c2ccccc2)cc1OC(=O)c1ccc(C)cc1	2%	?	-5%	-0.9%	?	-3%	2%	?
COc1ccc(N=CC=C2OC(C)(C)C(C)(C)O2)cc1OC	0%	-7%	-3%	1.5%	1%	5%	5%	-19%
O=C(COC(=O)C12CC3CC(CC(O)(C3)C1)C2)Nc1ccccc1OC(F)F	3%	-5%	-5%	-0.4%	-10%[46.1 µM]	2%	8%	3%
CCN(CC)S(=O)(=O)c1ccc(NC(=O)Nc2cccc(C(F)(F)F)c2)cc1	10%	7.9µM*	2%	-5.8%	16µM*	-1%	1%	?
COc1cc(C(CC(=O)O)n2cnnn2)ccc1OC(C)C (stereo not given)	8%	3%	5%	3.2%	33%	-2%	-3%	0%
COc1ccccc1C(=O)N/C(=C\c1ccc2c(c1)OCO2)C(=O)NCCc1nc2ccccc2[nH]1	-1%	2%	3%	0.0%	14%	-4%	6%	-1%
CCOc1cccc(/C=N/NC(=S)Nc2cc(S(=O)(=O)N3CCOCC3)ccc2N2CCOCC2)c1O	?	?	-1%	-1.0%	-3%	-6%	7%	?
COc1ccc(C2C(C(=O)N3CC(C)CC(C)C3)c3ccccc3C(=O)N2C)cc1 (stereo not given)	3%	-1%	-7%	-0.2%	-18%[46.1 µM]	-1%	-4%	-2%
O=C(COc1ccccc1C(=O)c1cnn(-c2ccccc2)c1)Nc1ccccc1	-1%	-5%	8%	0.0%	-1%	-1%	-10%	-29%
NC(=O)NC1NC(=O)NC1=O (stereo not given)	13%&-3%	-2%&3%	-1%&1%	2.2%&0.7%	-15%	-1%&-2%	-2%&8%	-11%&-6%
COc1ccc(Cl)cc1NC(=O)c1cc2ccc3ccc(C)[nH]c3c2n1	·	-17%	7%	-0.4%	·	-4%	·	?
CCC(C)CCCCC(=O)N[C@@H](CCN)C(=O)N[C@H](C(=O)N[C@@H](CCN)C(=O)N[C@H]1CCNC(=O)C([C@@H](C)O)NC(=O)[C@@H](CCN)NC(=O)[C@H](CCN)NC(=O)[C@H](CC(C)C)NC(=O)[C@@H](CC(C)C)NC(=O)[C@H](CCN)NC1=O)[C@@H](C)O (stereo not given in full)	?	-2%	-10%	-2.1%	·	3%	7%	-9%
Cc1ccc(OCC(=O)Nc2cccc(S(=O)(=O)N3CCCCCC3)c2)c([N+](=O)[O-])n1	-10%	8%	0%	-1.4%	-17%	-5%	-2%	?
Cc1ccc(-c2nn(-c3ccc(F)cc3)c3c2cnc2cc(F)c(F)cc23)cc1	·	-8%	-4%	1.2%	·	-2%	·	-5%
CCn1c(SCC(=O)N/N=C/C=C\c2ccccc2[N+](=O)[O-])nc2ccccc21	8%	-9%	-3%	-3.4%	-14%[46.1 µM]	-1%	-2%	-28%
O=c1c(OC2OC(CO)C(O)C(O)C2OC2OC(CO)C(O)C(O)C2OC2OC(CO)C(O)C(O)C2O)c(-c2ccc(O)c(O)c2)oc2cc(O)cc(O)c12 (stereo not given)	-8%	-7%	-4%	1.1%	-1%	-2%	2%	-9%
CCc1oc(C(=O)OC)cc1CSC(=N)N	1%	-8%	2%	-4.0%	46%	0%	-2%	-7%
CCC(C)NC(=O)c1cn(CC)c2ccc(S(=O)(=O)N(C)C)cc2c1=O (stereo not given)	-3%	8%	-1%	-1.0%	-7%[46.1 µM]	-3%	0%	1%
Cc1ccccc1-c1nn[nH]n1	-2%	-4%	-5%	-3.6%	-5%[46.1 µM]	0%	-2%	-8%
C/C(=N\NC(=O)c1cccc(Cl)c1)C1C(=O)c2ccccc2C1=O	10%	5%	-3%	-3.6%	-38%	0%	-3%	12%
Cc1ccc(CNC(=O)CNS(=O)(=O)c2cccc3nsnc23)cc1	6%	-12%	-6%	-1.0%	10%[46.1 µM]	1%	4%	-7%
CCn1c(N2CCN(C(=O)C34CC5CC(CC(C5)C3)C4)CC2)nc2ccccc21	5%	-4%	-2%	-4.6%	-20%[46.1 µM]	-3%	-2%	-10%
Cc1ccccc1C(=O)Nc1nnc(S(=O)(=O)N2CCCc3ccccc32)s1	·	-9%	-11%	7.0%	·	4%	·	?
O=C(NCCCN1CCCCC1)c1[nH]c2ccccc2c1Sc1ccc(Cl)cc1	·	8%	0%	-2.4%	·	-1%	·	-16%
COc1ccc(S(=O)(=O)N2CCCC2)cc1C(C)C	2%	-4%	1%	0.1%	-24%	0%	-2%	-11%
S=C1NCCOCCOCCOCCOCCN1	-2%	-7%	2%	0.1%	2%[46.1 µM]	0%	6%	-8%
Nc1ccc(Br)cc1C(=O)O	-8%	4%	-3%	0.0%	13%	-5%	?	7%
COC(=O)c1ccccc1NC(=O)Cn1c(=O)n(CCCC(=O)NCc2ccccc2Cl)c(=O)c2ccccc21	·	-1%	-4%	?	·	0%	·	-8%
CCOC(=O)c1cnc(SCC(=O)Nc2ccc3c(c2)OCCO3)nc1N	4%	-4%	-5%	-0.1%	-15%[46.1 µM]	-1%	11%	-22%
COC(=O)c1cc(NC(=O)CSc2nnc(N)s2)ccc1Cl	3%	-1%	4%	1.1%	6%	1%	6%	-5%
COc1ccc(NC(=O)c2cc(Br)c(Br)s2)cn1	6%	?	0%	-3.8%	-20%	0%	-16%	?
CCOc1ccc(NC(=O)CCNS(=O)(=O)c2ccc3c(c2)CCC(=O)N3)cc1	10%	-1%	-2%	-1.0%	14%	-4%	0%	-4%
Nc1cc(Cl)c([N+](=O)[O-])cc1O	5%[21.7 µM]	·	0%	·	·	-1%	4%	·
CC(C)[C@H](NC(=O)c1ccccc1Cl)C(=O)NC1CCCCCC1	5%	5%	0%	-0.5%	-4%	-8%	-1%	3%
COc1ccccc1/C=C/C(=O)Nc1cccc(S(=O)(=O)NC2=NCCCCC2)c1	-11%	-8%	0%	-1.4%	0%	-6%	-9%	-29%
Cc1nn2cc(-c3ccc(Cl)cc3)cnc2c1Cl	17%	-3%	-4%	2.6%	-12%	-4%	8%	2%
CC(C)(C)c1ccc(C(=O)NCC(=O)OCc2cc(=O)n3nc(C4CC4)sc3n2)cc1	·	1%	0%	0.0%	·	-9%	·	6%
Cc1cc(C(=O)CSCCCn2c(=O)[nH]c3ccccc32)c(C)n1C	-9%	-1%	-2%	-4.8%	-16%[46.1 µM]	3%	-8%	-6%
Cc1nnc(SCC(=O)N/N=C/c2cn(-c3ccccc3)nc2-c2ccccc2)n1-c1ccccc1	1%	2%	9%	-1.7%	?	3%	14%	-9%
O=C(CN1CCN(Cc2ccccc2Cl)C1=O)NCc1ccco1	1%	-4%	-6%	0.8%	-1%[46.1 µM]	1%	4%	-5%
COc1ccc(C2CC(=O)N(Cc3cccc(C)c3)c3c2c(C)nn3-c2nc(C)cc(C)n2)c(OC)c1 (stereo not given)	·	-4%	-4%	3.2%	·	4%	·	4%
Cc1ccc(C2CCN(C(=O)c3cnn(-c4cccc(Cl)c4)c3C3CCN(C(=O)OC(C)(C)C)CC3)C2)cc1 (stereo not given)	·	7%	-8%	1.1%	·	-2%	·	-10%
Cc1ccc2nc(SCC(=O)Nc3ccc(F)cc3F)[nH]c2c1	16%	-15%	-3%	1.5%	10%	-5%	0%	-28%
CC(=O)N(C[C@@H](C)C(=O)O)c1c(I)cc(I)c(N)c1I	1%[21.7 µM]	·	5%[53 µM]	1.1%[16.9 µM]	·	-2%[53 µM]	5%[29.1 µM]	·
C/C=C(\C)CN1CCCC(CO)(Cc2ccccc2)C1 (stereo not given)	1%	1%	1%[53 µM]	1.4%	-8%	0%[53 µM]	-1%	5%

Pulled one by one from above (four):
molecule	CBFb-RUNX1 inh	Tau FP inhib	TRb SRC2 PPI	Epigenetic derep	NPSR antag	TexasRed fluor	aGal spleen mod	Tau fluor counter
COc1ccc(NC(=O)c2cc(Br)c(Br)s2)cn1	6%	?	0%	-3.8%	-20%	0%	-16%	?
COC(=O)c1ccccc1NC(=O)Cn1c(=O)n(CCCC(=O)NCc2ccccc2Cl)c(=O)c2ccccc21	·	-1%	-4%	?	·	0%	·	-8%
Cc1nnc(SCC(=O)N/N=C/c2cn(-c3ccccc3)nc2-c2ccccc2)n1-c1ccccc1	1%	2%	9%	-1.7%	?	3%	14%	-9%
C/C=C(\C)CN1CCCC(CO)(Cc2ccccc2)C1 (stereo not given)	1%	1%	1%[53 µM]	1.4%	-8%	0%[53 µM]	-1%	5%

Source: PubChem BioAssay
